D1 agonist: activates the human D1 dopamine receptor | P21728 | HEK293 T-REx D1 cells, calcium flux, agonist mode | activation, % at 2 µM | 360,000 tested, 1% active | AID 504660; in the data active = activation above about 30%; note: 0% is about no effect
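Agonism was scored from calcium flux recorded over 180 s (1 read/s) after pintool compound addition, following a 10-cycle baseline. Cells were inducible force-coupled HEK293 TREx D1, plated overnight at 30 C and loaded with no-wash calcium dye.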
TRHR ag: TRH receptor (human) agonism. TRHR cells, calcium flux fluo-8, FDSS agonist mode. activation, % at 2 µM. 360,000 tested, 0.18% active. AID 493084; in the data active = activation above about 30%; note: 0% is about no effect
Target sequence (P34981 whole entry, looked up): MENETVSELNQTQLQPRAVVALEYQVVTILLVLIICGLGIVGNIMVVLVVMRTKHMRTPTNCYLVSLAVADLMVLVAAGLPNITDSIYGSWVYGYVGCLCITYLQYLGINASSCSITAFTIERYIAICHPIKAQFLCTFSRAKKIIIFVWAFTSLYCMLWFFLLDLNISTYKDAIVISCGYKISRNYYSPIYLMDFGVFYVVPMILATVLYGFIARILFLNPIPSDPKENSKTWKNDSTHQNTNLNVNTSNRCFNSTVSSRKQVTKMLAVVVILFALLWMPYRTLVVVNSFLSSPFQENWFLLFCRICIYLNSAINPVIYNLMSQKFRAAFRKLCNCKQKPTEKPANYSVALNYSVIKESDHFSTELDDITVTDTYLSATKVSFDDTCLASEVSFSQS
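Fluo-8-loaded TRHR cells; 10 s baseline, compound added, kinetic Ca2+ fluorescence read 1/s, agonist mode.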
D1 antagonist: human D1 dopamine receptor antagonism. HEK293 TREx D1 cells, calcium flux, dopamine EC80; hits give low values. activity change, negative = inhibition, % at 10 µM. 360,000 tested, 3.2% active; in the data active = activity change below about -30%; note: % is set by controls: 0 for no effect and ±100 for the full control effect
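Cells carrying a force-coupled, tetracycline-inducible human D1 receptor report calcium flux. Each well gets a 10 s baseline, compound with 180 s monitoring, then an EC80 dopamine stimulus with a second 180 s kinetic read.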
RXFP1 antagonist: blocks the human relaxin receptor RXFP1; HEK293-RXFP1, relaxin-stimulated cAMP HTRF, 30 min; hits give low values; activity change, negative = inhibition, % at 57.5 µM; 350,000 tested, 0.59% active; AID 1259400;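 active = activity change of -60% or lower, but not beyond a set lower limit; inconclusive = change between -60% and -40%, or beyond the set limit; inactive = change above -40%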; note: % is set by controls: 0 for no effect and ±100 for the full control effect
D1 potentiator: human D1 dopamine receptor positive modulation. P21728. AID 504651. potentiation, % at 10 µM. HEK293 TREx D1 cells, calcium flux, dopamine EC20 potentiation. 360,000 tested, 0.036% active; in the data active = potentiation above about 30%; note: 0% is about no effect
TRHR PAM: TRH receptor (human) allosteric enhancement | P34981 | TRHR cells, fluo-8 calcium fluorescence, EC20 TRH enhancement | enhancement, % at 2 µM | 360,000 tested, 0.66% active | AID 493056; in the data active = enhancement above about 30%; note: 0% is about no effect
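TRHR-expressing cells loaded with fluo-8 calcium dye were read kinetically (ex 480/em 530) during compound addition, then stimulated with an EC20 of TRH (10 nM final). Enhancement of the Gq-mediated intracellular calcium response was scored.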
D2 PAM: positive allosteric modulators of human D2 dopamine receptor. P14416. AID 485347. 340,000 tested, 0.34% active. HEK293 T-REx D2, calcium flux, EC20 dopamine potentiation. potentiation, % at 10 µM;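 active = potentiation over 3 SD above the plate norm, cut at about 30% in these data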; note: 0% is about no effect
Target sequence (P14416 whole entry, looked up): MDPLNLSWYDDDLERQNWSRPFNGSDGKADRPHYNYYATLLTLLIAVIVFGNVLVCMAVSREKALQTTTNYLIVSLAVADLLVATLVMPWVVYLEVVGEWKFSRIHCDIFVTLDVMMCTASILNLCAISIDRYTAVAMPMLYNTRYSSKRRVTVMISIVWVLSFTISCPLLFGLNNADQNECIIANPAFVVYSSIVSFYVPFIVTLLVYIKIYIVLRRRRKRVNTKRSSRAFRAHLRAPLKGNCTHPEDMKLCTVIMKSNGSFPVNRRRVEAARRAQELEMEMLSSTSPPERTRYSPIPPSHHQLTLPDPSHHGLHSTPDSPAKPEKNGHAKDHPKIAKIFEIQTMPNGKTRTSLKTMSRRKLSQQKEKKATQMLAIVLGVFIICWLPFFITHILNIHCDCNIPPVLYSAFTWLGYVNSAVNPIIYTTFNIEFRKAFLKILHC
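Potentiation of an EC20 dopamine calcium response measured kinetically over 180 s, after a preceding 180 s compound-only read flagging agonists. Cells: inducible Hek293 Trex D2 line, 4000/well, cultured overnight at 30 C before dye loading.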
Apoferritin bind: binds horse apoferritin like a general anesthetic; AID 485281; apoferritin/1-aminoanthracene competitive binding, fluorescence; P02791; Potency, µM (titrated, usually from 77.5 µM), inactives show top-dose activity change, negative = displacement, usual class: inhibitors; 350,000 tested, 0.074% active; note: potency is the fitted concentration of half-maximal effect; % is set by controls: 0 for no effect and ±100 for the full control effect; nearly all actives have a fitted effect of over 20% in size
Target sequence (P02791 2-175 limits assumed): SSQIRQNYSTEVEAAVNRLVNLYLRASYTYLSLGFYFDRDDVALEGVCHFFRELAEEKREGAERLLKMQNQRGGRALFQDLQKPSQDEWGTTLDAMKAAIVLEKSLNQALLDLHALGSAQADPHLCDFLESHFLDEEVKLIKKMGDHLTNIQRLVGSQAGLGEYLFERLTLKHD
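Apoferritin-based anesthetic binding model; compound displacement of fluorescent 1-AMA measured as endpoint fluorescence after 10 minutes at room temperature, scaled to free-ligand and complex controls.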
RXFP1 ag: activates the human relaxin receptor RXFP1. Potency, µM (titrated, usually from 57.5 µM), for inactives: at the top dose activation, usual class: activators. AID 2676. 370,000 tested, 0.3% active. HEK293T-RXFP1 cAMP TR-FRET, 30 min; response scale: percent of porcine relaxin response, buffer zero; note: potency is the fitted concentration of half-maximal effect; % is set by controls: 0 for no effect and ±100 for the full control effect; nearly all actives have a fitted effect of over 60% in size; many of its hits are not listed in these tables
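HEK293T cells stably expressing RXFP1 were pretreated with the PDE4 inhibitor Ro 20174, exposed to compounds for 30 min at 37C, lysed, and cAMP was read by TR-FRET. Data normalized to buffer (basal) and 29 nM porcine relaxin (100%).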
Numbers without * were called inactive; ? = inconclusive; . = no result given; [ ] = another dose, or the depositor's remark. Unless noted, calls come from the whole dose curve; as a rule, active = well fitted curve in the direction sought with a large enough effect; inconclusive = small, poorly fitted or top-dose-only effect, or another doubt; inactive = no such curve, though single readings can be large; an effect the other way counts as inactive or inconclusive. Not all compounds are listed, so the mix of outcomes need not match the whole.

SMILES	D1 agonist	TRHR ag	D1 antagonist	RXFP1 antagonist	D1 potentiator	TRHR PAM	D2 PAM	Apoferritin bind	RXFP1 ag
O=C(CNC(=O)c1ccc(Cl)cc1)NCc1ccccn1	0	0.3	-2	10	-8	5	-15	.	3.6%
Cc1cc(C)c(C(N)=O)c(Nc2cccc(Cl)c2)n1	1	-2.9	0	-3	1	6	15	-11%	-0.7%
N#CCCNC(=O)CCN1CCOCC1	1	1.9	-1	-6	0	-1	3	-3%	-1.2%
COc1ccc(Cl)cc1NC(=O)CN(C)C(=O)c1cccc(-n2cnnn2)c1	0	0.2	-7	10	-8	2	-14	.	-0.2%
CNc1c(NC(=O)c2cc(OC)cc(OC)c2)c(=O)oc2ccccc12	3	-0.3	-15	-6	1	0	-5	-7%	4.0%
CC(=O)c1ccc([C@H]2C[C@@]34CN(C(=O)OC(C)(C)C)S(=O)(=O)[C@H]3C[C@H]2O4)cc1	0	0.1	-3	.	-8	11	.	3%	-1.7%
Cc1c(Br)c([N+](=O)[O-])nn1CC(=O)N1CCCc2ccccc21	3	0.9	3	10	-2	2	34*	0%	0.2%
CCOC(=O)c1c(NC(=S)NC(=O)c2ccc(Cn3cc(Cl)cn3)o2)sc2c1CCC(C)C2 (configuration not stated)	2	0.0	9	3	-4	23	-3	-5%	0.1%
Cc1ccc(N2CCN(c3nc4ccc(C)cc4n4nnnc34)CC2)c(C)c1	-1	0.2	2	5	1	7	.	-5%	-0.5%
COc1cc2cc(CN(Cc3nnnn3C3CCCC3)C3CCCC3)c(=O)[nH]c2cc1OC	3	0.7	-2	.	0	4	-8	-11%	2.7%
O=C(CCC(=O)OCC(=O)c1ccc(Cl)cc1)Nc1ccc(Oc2ccccc2)cc1	7	-1.1	-4	-7	-3	5	12	-18%	6.4%
Cc1[nH]n(-c2ncc(-c3ccccc3)s2)c(=O)c1C(c1ccc(Cl)cc1)C(C#N)C#N (configuration not stated)	0	-0.3	-12	?	3	-9	.	-12%	2.0%
Cc1ccc(Cl)cc1NC(=S)N(CCCN1CCOCC1)Cc1ccco1	3	0.1	-52*	-5	-12	0	-8	-23%	1.9%
CN(C)c1ccc(-c2nn3c(-c4ccccc4Cl)nnc3s2)cc1	1	-0.1	-20	-5	-4	-9	-11	0%	7.3%
O=C(NC(=S)Nc1ncc(Br)cc1Br)c1ccccc1	0	0.2	-26	-4	-2	-22	-6	-14%	5.4%
CN(C)C(=O)CN1CCN(c2nc3nonc3nc2N2CCCCC2)CC1	1	0.8	15	-6	-3	16	-2	-17%	0.6%
O=C(Cc1ccc(NC2=NC3CS(=O)(=O)CC3S2)cc1)NCc1ccccc1Cl (configuration not stated)	2	0.4	3	-2	-4	1	-3	-4%	0.0%
O=C(CSc1nnc(COc2cccc3cccnc23)o1)c1ccc(F)cc1	1	-0.1	15	-10	-2	-1	1	?	2.0%
Cc1ccc(NC(=O)COC(=O)c2cccc(OC(F)F)c2)cc1S(=O)(=O)N1CCCCC1	11	0.9	-7	0	.	-3	9	.	-0.5%
CCOC(=O)C1C(=O)CC(C)(O)C(C(=O)OCC)C1c1cccc(OC(F)(F)C(F)F)c1 (configuration not stated)	2	-0.1	-7	-8	6	-6	-6	-19%	2.8%
COc1ccc(Cc2nc3ccc(C(=O)NCc4ncc(C)[nH]4)cc3o2)cc1OC	2	0.3	2	5	-1	-5	3	-3%	-0.8%
CCCc1[nH]nc2c1C(c1ccc(OC)c(Cn3nc(C)c(Br)c3C)c1)C(C#N)=C(N)O2 (configuration not stated)	3	-0.3	0	-6	-8	15	-9	-23%	0.8%
COc1ccc(C2C=C(c3ccccc3)Nc3nc(CCCO)nn32)cc1 (configuration not stated)	2	4.3	-10	4	-2	12	-5	347%[activator]	5.7%
CCOC(=O)C1=C(C)OC(N)=C(C#N)C1c1cc2ccccc2nc1N1CCCCC1 (configuration not stated)	1	0.6	3	-1	-1	-11	-8	-8%	22%
COc1ccccc1CNS(=O)(=O)c1ccc2c(c1)CC(C)N2C(C)=O (configuration not stated)	15	1.1	-8	-4	-2	-7	2	-7%	-2.9%
CCN1C(=NCCc2ccc(Br)cc2)N[C@@H](c2ccccc2)[C@H](C(=O)OC)[C@H]1C	7	0.9	-3	.	-6	-13	.	-19%	2.8%
CCOC1=C/C(=C/c2c(N)n3oc(C)cc3nc2=O)C=CC1=O	2	2.3	-6	.	-4	3	4	-8%	-1.5%
CCOc1ccc(OCCn2ccnc2)cc1	1	0.8	1	0	2	-1	-3	5%	-0.8%
Cc1ccc(C)c(S(=O)(=O)Nc2nc(C)c(C(=O)Nc3ccccc3)s2)c1	1	0.3	4	3	-2	5	0	-5%	2.6%
C=CCC1c2cccc(C(=O)O)c2C(=O)N1c1cccc(OC)c1 (configuration not stated)	5	-0.9	-4	-3	1	-7	0	-1%	-0.5%
Cc1ccc(C)c(Cn2cnc3c(cnn3-c3ccc(F)cc3)c2=O)c1	0	-0.8	-4	-15	-2	-3	5	6%	0.7%
CC(Oc1ccc2ccc(=O)oc2c1)C(=O)NCCCn1ccnc1 (configuration not stated)	2	0.0	0	6	-2	-10	-5	-7%	1.5%
Cc1cc(C)n2nc(C(=O)OCC(=O)c3c[nH]c4ccccc34)nc2n1	4	0.5	-27	3	-5	9	5	-6%	-0.4%
O=C(COc1ccccc1)Nc1nnc(-c2ccc3c(c2)CCCC3)o1	-2	-0.1	-7	.	-2	4	9	-15%	-0.9%
CCC(=O)c1ccc(OCC(=O)N2CCN(c3ncccn3)CC2)cc1	0	0.5	1	-8	-8	0	12	.	0.5%
Cc1ccccc1NC(=O)CSc1nc(-c2ccc(F)cc2)c2cccc(C)c2n1	1	1.0	1	2	5	-1	8	-4%	-4.1%
COc1ccc(N2CCN(C(=O)c3ccc(S(=O)(=O)NCc4ccco4)cc3)CC2)cc1	1	-0.1	-16	-1	-4	8	0	.	-3.7%
Cc1ccc(N2C(=O)CC(Sc3cccs3)C2=O)cc1 (configuration not stated)	1	-0.8	-8	14	-9	-1	-9	?	2.5%
CCC1CCCCN1C(=O)CSc1nc2c([nH]c3ccccc32)c(=O)n1C (configuration not stated)	0	-1.0	3	-6	-2	8	7	15%	-1.2%
O=C(NCc1ccco1)c1ccc(CS(=O)(=O)Cc2ccc(F)cc2)o1	3	-0.2	3	-5	-2	-2	-5	4%	0.0%
Cc1ccc(S(=O)(=O)C(C#N)c2nc3ccccc3nc2N2CC(C)OC(C)C2)cc1C (configuration not stated)	7	-0.2	15	0	-5	6	23	-7%	2.2%
CCCCc1cc(=O)oc2cc(OCc3cc(OC)c(OC)c(OC)c3)c(Cl)cc12	4	0.2	-8	11	-3	13	-3	-4%	4.1%
O=C(CCn1nc(-c2ccccc2)c2ccccc2c1=O)Nc1cccnc1	3	-1.3	-24	-6	-1	-4	8	-14%	4.3%
O=C(CSc1n[nH]c(-c2ccccc2O)n1)N1CCOCC1	5	0.3	9	-15	-2	0	-6	-10%	1.4%
CCC1CCCCN1C(=O)CCn1ccnc1 (configuration not stated)	5	-0.3	6	2	4	32*	5	-4%	2.4%
CSc1ccccc1NC(=S)Nc1ccc(S(N)(=O)=O)cc1	1	-0.1	7	9	3	-6	2	-1%	0.7%
Cn1c(=S)n(CCC(=O)O)c2ccccc21	1	-0.5	0	14	1	1	10	-16%	-1.9%
COc1cc(Cl)c(C)cc1NC(c1ccccc1)c1nnc(-c2ccccc2Cl)o1 (configuration not stated)	-1	-0.4	11	-5	2	-5	-2	-13%	-0.6%

Sorted by heavy-atom count (low to high): 4 of the compounds above.
SMILES	D1 agonist	TRHR ag	D1 antagonist	RXFP1 antagonist	D1 potentiator	TRHR PAM	D2 PAM	Apoferritin bind	RXFP1 ag
CCC1CCCCN1C(=O)CCn1ccnc1 (configuration not stated)	5	-0.3	6	2	4	32*	5	-4%	2.4%
CSc1ccccc1NC(=S)Nc1ccc(S(N)(=O)=O)cc1	1	-0.1	7	9	3	-6	2	-1%	0.7%
O=C(NCc1ccco1)c1ccc(CS(=O)(=O)Cc2ccc(F)cc2)o1	3	-0.2	3	-5	-2	-2	-5	4%	0.0%
CCCCc1cc(=O)oc2cc(OCc3cc(OC)c(OC)c(OC)c3)c(Cl)cc12	4	0.2	-8	11	-3	13	-3	-4%	4.1%

(further entries)
SMILES	D1 agonist	TRHR ag	D1 antagonist	RXFP1 antagonist	D1 potentiator	TRHR PAM	D2 PAM	Apoferritin bind	RXFP1 ag
COc1ccc(-n2nc(C(=O)NCC(=O)Nc3ccccn3)c3ccccc3c2=O)cc1	6	-0.5	24	0	6	-5	-5	-17%	14%
CCc1c2ccccc2nn1-c1ccccc1C(=O)C(C)=O	5	-1.0	-11	-15	1	-6	3	-12%	1.3%
CCOC(=O)C1(CCCc2ccccc2)CCN(C(=O)CN2CCOC2=O)CC1	2	0.1	2	-2	-4	-2	-14	-13%	2.0%
CC(=O)c1cccc(NC(=O)CN2C(=O)NC3(CCCCCCC3)C2=O)c1	4	20	17	1	-4	-8	5	?	2.4%
CCN(CC)CCCN(Cc1cc2cc3c(cc2[nH]c1=O)OCO3)C(=O)Nc1ccccc1OC	3	0.0	1	-2	1	3	11	-13%	1.6%
Cc1cccc2c1-c1sc(C(=O)N3CCCCC3)cc1CO2	3	0.0	-2	-36	-5	1	.	-11%	5.7%
COc1ccc2c(c1)C(=O)CC(O)(C(F)F)O2 (configuration not stated)	2	-2.4	21	-2	-10	-1	-2	37%[activator]	2.8%
COc1ccc(CNC(=O)c2ccccc2NS(C)(=O)=O)cc1	0	0.6	.	17	-6	-2	-2	-4%	0.2%
COc1cccc2c1C(=O)c1ccc3ccccc3c1C2=O	1	0.0	-35*	-3	-2	1	14	-3%	0.3%
Cc1cc(C)n(-c2nnc(C)n2/N=C/c2ccccc2OCc2ccccc2Cl)n1	2	-0.6	-1	2	0	-7	-3	?	-1.9%
O=C(c1ccc(Br)o1)N(Cc1ccccc1)c1ccccn1	4	0.5	-3	-4	-19	7	26	?	0.6%
O=C(Nc1c2c(nn1-c1ccc(F)cc1)CS(=O)(=O)C2)c1ccc(Br)o1	0	0.3	13	9	-1	12	-5	6%	1.0%
CCOC(=O)Cc1nnc(Nc2ccc(C(=O)NC)cc2)c2ccccc12	7	0.7	-2	2	-2	2	0	-5%	26%
CC(NC(=O)c1cccc(N(C)C)c1)c1ccc(-n2ccnc2)cc1 (configuration not stated)	0	-0.8	-1	10	-1	-5	-12	-3%	-0.3%
Cc1oc(CC(C)C)cc1C(=O)Nc1cccc2ccccc12	1	0.4	-15	-12	-4	-5	-3	-9%	4.1%

High-throughput results as filed in PubChem.
